# UbGFP stabilizer – ubiquitin-GFP accumulation via proteasome inhibition. Ubiquitin-GFP reporter cells, proteasome inhibition, GFP fluorescence; response scale: untreated = 0%, 10 µM MG-132 = 100%. Potency, µM (highest dose often 45.9 µM), without a hit: at the highest dose activation (GFP accumulation), hits mostly activators. 67,000 tested, under 10 active; active means well fitted activation curve with a large enough effect, not every such curve was filed as active; inconclusive means small, poorly fitted or top-dose-only effect, or another doubt; inactive means no such curve, though single readings can be large or run the other way; further: potency means the concentration at half of the fitted maximal effect
#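 U2OS cells stably expressing ubiquitin(G76V)-GFP, seeded overnight in 0.5% FBS medium, were exposed to compounds (qHTS, 46 uM to 2.9 nM) for 4 hr at 37 °C. GFP-positive cells were counted by laser cytometry (488 ex/515 em), normalized between basal and 10 uM MG-132.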
# Casp1 inh – allosteric or competitive inhibitors of human caspase-1 | P29466 | Caspase-1 enzyme, Ac-WEHD-AFC fluorogenic rate | Potency, µM (titrated, usually from 57.5 µM), for the others: top-dose activity change, negative = inhibition, hits mostly inhibitors | actives 0.03% (n = 75,000) | AID 900;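 further: potency means the concentration at half of the fitted maximal effect; plate controls were vehicle for no effect and no substrate for full effect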
# Fluorescein fluor – compound fluoresces in the fluorescein spectral region; Compound autofluorescence, 480/540 nm, fluorescein-equivalent; hits give high values; max fluorescein-equivalent concentration, M; actives 0.91% (n = 59,000); AID 593; in the data active means max fluorescein-equivalent concentration above about 10 nM; inconclusive means between about 1.1 nM and that limit
#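 Compounds were pin-transferred into 100 mM Tris buffer, pH 8.0, and incubated 15 min at room temperature. Fluorescence was read at 480 nm excitation/540 nm emission. Signals were normalized to an on-plate six-point fluorescein standard curve as dye-equivalent concentration.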
# Casp7 inh – allosteric or competitive inhibitors of human caspase-7. P55210. Potency, µM (top dose mostly 57.5 µM), for the others: at the top dose activity change, negative = inhibition, hits mostly inhibitors. recombinant caspase-7, Ac-DEVD-AFC fluorescence rate. AID 889. actives 0.02% (n = 75,000); active means well fitted inhibition curve with a large enough effect in the main read-out, with a control signal flat, not every such curve was filed as active; inconclusive means small, poorly fitted or top-dose-only effect, or a change in a side signal; further: potency means the concentration at half of the fitted maximal effect; % of control where 0% means no effect
# Epigenetic mod – epigenetic GFP locus derepression in mouse cells; Potency, µM (titrated, usually from 46.1 µM), inactives show at the top dose GFP derepression (activation); AID 597; actives 0.09% (n = 68,000); mouse C127i GFP locus derepression, cytometry, 30 h; further: % of control where 0% means no effect
#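 Murine C127i mammary cells carrying a silenced, stably integrated CMV-driven GFP reporter were treated with compound for 30 hours at 37 C. After PBS washes, GFP-positive cells were counted by laser-scanning microplate cytometry.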
# A350 autofl – compounds fluorescent in Alexa 350 spectral region | actives 11% (n = 59,000) | Compound autofluorescence, 340/450 nm, Alexa 350 dye-equivalents; hits give high values | max dye-equivalent concentration, M; in the data active means max dye-equivalent concentration above about 10 nM; inconclusive means mostly about 1.1 nM to 9.6 nM
# HEK293 cAMP cs – counter-screen for TSHR agonists: cAMP increase in parental HEK293; actives 2.5% (n = 73,000); Potency, µM (top dose mostly 57.1 µM), inactives show top-dose activation, hits mostly activators; AID 938; parental HEK293 CNG cAMP sensor, membrane potential fluorescence; further: potency means the concentration at half of the fitted maximal effect; % of control where 0% means no effect; nearly all actives have a fitted effect of over 55% in size
#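 Parental HEK 293 cells stably expressing a cAMP-gated CNG channel were loaded with membrane potential dye containing 100 uM RO 20-1724 for 60 min. Compound added for 30 min; depolarization read as fluorescence intensity at 590 nm.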
# USP2a inhib – inhibitors of human ubiquitin-specific protease USP2a | O75604 | USP2a enzymatic assay, qHTS inhibition | Potency, µM (titrated, usually from 38.3 µM), for inactives: top-dose activity change, negative = inhibition, most hits filed as inhibitors | actives 0.1% (n = 60,000);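 further: potency means the concentration at half of the fitted maximal effect; nearly all actives have a fitted effect of over 60% in size; plate controls were DMSO for no effect and NEM full inhibition control for full effect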
#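 USP2 core (20 nM final) was preincubated with compound for 30 min at RT in 20 mM Tris-HCl pH 8.0, 2 mM CaCl2, 2 mM beta-mercaptoethanol; Ub-PLA2 (20 nM) plus NBD C6-HPC (20 uM) then added, fluorescence read after 2.5 h.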
# BRCT inh red – disrupts BRCA1 BRCT binding to phosphoprotein, red fluorophore readout. actives 0.03% (n = 75,000). P38398. BRCT-phosphopeptide binding, red fluorescence polarization. Potency, µM (highest dose often 76.9 µM), inactives show at the top dose activity change, negative = inhibition, hits mostly inhibitors; further: on the % scale 0 is the no-effect control and ±100 the full control effect
#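 Fluorescence polarization: 100 nM His-tagged BRCA1 BRCT with 100 nM TAMRA-labelled phospho-BACH1 decapeptide, phosphate buffer pH 7.3 with 150 mM NaCl, DTT, 0.01% Tween 20; 12 min RT. Binding inhibition seen as FP decrease.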
# 4-MU autofl – compound fluoresces in the 4-MU spectral region; actives 11% (n = 59,000); AID 589; max dye-equivalent concentration, M; compound autofluorescence, 340/450 nm, 4-MU equivalents; hits give high values; in the data active means max dye-equivalent concentration above about 10 nM; inconclusive means mostly about 1.1 nM to 9.6 nM
#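 Compounds in 100 mM Tris, pH 8.0, incubated 15 min at room temperature, then fluorescence read at 340 nm excitation/450 nm emission. Signal converted to 4-MU dye-equivalent concentration using an on-plate six-point 4-MU standard curve.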
# BRCT PPI green – BRCA1 BRCT-phosphoprotein interaction inhibition; P38398; BRCA1 BRCT-phosphopeptide binding, green fluorescence polarization; Potency, µM (series often up to 76.9 µM), without a hit: top-dose activity change, negative = inhibition, hits mostly inhibitors; actives 0.05% (n = 75,000); AID 875;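 further: potency means the concentration at half of the fitted maximal effect; plate controls were peptide without protein for full effect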
#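 Fluorescence polarization: His-tagged BRCT (~35 kDa BRCA1 C-terminus, 250 nM) bound to 100 nM fluorescein-labeled phosphorylated 10-aa BACH1 peptide, pH 7.3 phosphate buffer with DTT and Tween 20. Compounds incubated 12 min at room temperature; inhibition read as lowered polarization.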
# The depositor's hits bear a star; i = inactive; u = inconclusive; x = no result given; [ ] = another dose, or the depositor's remark. Unless noted, the call rests on the fitted dose curve; in most records, active means well fitted curve in the direction sought with a large enough effect; inconclusive means small, poorly fitted or top-dose-only effect, or another doubt; inactive means no such curve, though single readings can be large; an effect the other way counts as inactive or inconclusive. Some of the compounds tested, so the mix of outcomes need not match the whole.
molecule	UbGFP stabilizer	Casp7 inh	A350 autofl	BRCT PPI green	Epigenetic mod	Casp1 inh	Fluorescein fluor	USP2a inhib	HEK293 cAMP cs	4-MU autofl	BRCT inh red
CCCCN(C(=O)NC(=O)Nc1ccccc1OCC)S(C)(=O)=O	11.2%	-2.3%	i	-5.1%	-2.2%	2.7%	u	4.1%	6.5%	i	-1.2%
CCOC(=O)c1sc2nc3n(c(=O)c2c1C)CCC(C)CC3 (stereo not drawn)	x	-0.2%	u	-0.3%	-2.1%	0.0%	u	16.1%	u	u	-1.1%
COCCNC(=O)c1ccc2c(=O)n(CCOC)c(=O)[nH]c2c1	5.4%	2.1%	3.09e-08M*	-1.4%	1.8%	-0.9%	i	-11.4%	8.4%	3.2e-08M*	-0.4%
CCN1CCCC1CNC(=O)Cn1ncc2c(=O)oc3ccc(C)cc3c21 (stereo not drawn)	0.8%	-0.2%	x	0.3%	-5.0%	2.0%	x	x	u	x	-2.3%
N#Cc1cn(Cc2cccc(Cl)c2)c2ccccc12	0.0%	-3.5%	u	3.5%	-4.3%	-5.3%	u	-1.0%	14.0%	u	-3.7%
C=C(C)C(N)=O	x	-0.6%	x	-1.6%	x	0.1%	x	x	-1.6%	x	-0.1%
CCN(C(=O)c1cc2cccc(OC)c2oc1=O)c1ccccc1	-2.5%	-2.2%	i	-2.3%	8.1%	0.0%	u	-0.5%	3.3%	i	-0.6%
CCn1c(SCC(=O)N2CCOCC2)nc(O)cc1=O	-1.4%	-0.7%	x	-4.2%	x	-3.8%	x	x	u	x	0.1%
CC1CCC(NC(=O)CC2Oc3ccccc3NC2=O)CC1 (stereo not drawn)	10.3%	-0.6%	x	-0.9%	-3.9%	0.4%	x	x	10.2%	x	0.6%
Cc1ccc(SCc2nc(-c3ccccc3)no2)cc1	5.4%	-0.4%	i	1.4%	0.0%	-1.8%	u	-12.4%	29.5%	i	-0.6%
CCOC(=O)NC(C(F)(F)F)(C(F)(F)F)P(=O)(c1ccccc1)c1ccccc1	8.7%	-1.0%	x	-1.4%	1.9%	-1.3%	x	4.0%	1.1%	x	0.8%
N#Cc1cccc(-c2ccc3ncnc(N4CCNCC4)c3c2)c1	16.6%	-2.1%	i	5.9%	2.2%[9.22 µM]	1.6%	i	12.3%	-0.2%	i	-1.0%
CCCn1c(SCC(=O)NC(C)(C)C)nnc1C(C)C	3.4%	2.5%	i	0.5%	-2.3%	0.3%	i	x	1.1%	i	-1.2%
CCCOC1CCCN(C(=O)c2cc(Cl)c(Cl)cc2C(=O)O)C1 (stereo not drawn)	5.4%	-0.2%	i	-1.4%	-2.1%	2.5%	u	3.3%	7.8%	i	-1.1%
CCC(C)Sc1nc2c(c(=O)[nH]c(=O)n2C)n1CC(O)COc1cccc2ccccc12 (stereo not drawn)	-1.9%	-0.4%	i	-1.0%	-1.0%	-2.0%	i	x	6.6%	i	0.8%
CCOC(=O)c1c(-c2ccc(C)s2)csc1NC(=O)c1ccco1	-0.9%	-4.8%	7.3e-08M*	-1.9%	0.0%	-1.7%	i	3.1%	20.1%	7.28e-08M*	0.0%
CCS(=O)(=O)N1CCN(S(=O)(=O)c2ccc(F)cc2)CC1	-1.3%	0.0%	i	-0.2%	1.3%	-2.8%	i	-1.0%	0.3%	i	0.4%
Brc1ccccc1-c1nnc(CSc2nnnn2-c2ccccc2)o1	-9.7%	-8.8%	i	1.8%	-1.7%	-1.6%	i	9.1%	20.5%	i	-0.8%
Oc1ccc(Oc2ncc(Cl)cc2Cl)cc1	-3.9%	-0.1%	i	-5.0%	0.2%	2.8%	u	12.7%	-13.4%	i	1.0%
O=C(NCCC1=CCCCC1)C1COc2ccccc2O1 (stereo not drawn)	-0.1%	-2.4%	i	-2.7%	-1.6%	1.7%	u	0.2%	14.6%	i	0.2%
CS(=O)(=O)N(C(=O)NC(=O)NC1CCS(=O)(=O)C1)C1CCCCC1 (stereo not drawn)	2.0%	-0.1%	i	-3.4%	-1.2%	1.1%	i	-7.9%	-11.6%	i	0.4%
Cc1c(Cl)cccc1NC(=O)CSCc1cc(=O)[nH][nH]1	13.5%	-2.1%	i	-2.0%	4.8%	-2.5%	i	-11.5%	9.0%	i	1.1%
CCC(CC)C(=O)Nc1cc(C)c2c(=O)oc3ccccc3c2n1	-8.8%	2.5%	x	2.3%	x	-1.8%	x	x	6.8%	x	-0.5%
Cc1ccc(Cn2ccc(NC(=O)c3c(-c4ccccc4Cl)noc3C)n2)cc1	21.6%	-2.7%	i	1.6%	0.0%	-3.2%	i	19.7%	14.9%	i	1.2%
Fc1ccc(Nc2ncnc3ccc(-c4ccoc4)cc23)cc1	-8.4%	-3.8%	i	-0.7%	-5.1%[9.22 µM]	-3.4%	i	173.0%[activator]	12.6µM*	i	-1.2%
C[C@@H](C(=O)NCc1ccccn1)[C@@H]1C[C@@]1(C)[C@@H](NC(=O)OCc1ccccc1)c1ccccc1	x	-1.9%	x	-2.5%	x	3.3%	x	x	23.0%	x	-1.0%
COc1ccc(C(=O)Oc2ccc(C(C)=O)cc2)c(OC)c1	-3.4%	5.2%	i	0.9%	-3.3%	1.3%	i	0.3%	4.5%	i	-2.2%
COc1ccc(CCN(C)C(=O)CN2C(=O)c3ccccc3S2(=O)=O)cc1OC	3.4%	-0.9%	u	-0.6%	2.4%	0.5%	u	3.2%	-2.7%	i	-0.3%
COc1ccc(Cl)cc1N1C(=O)C2CCCN2C1c1ccc(F)c(F)c1 (stereo not drawn)	3.3%	-2.7%	x	-0.7%	-5.4%	-2.2%	x	x	11.0%	x	-0.4%
COc1ccc(NC(=O)Nc2ncn(Cc3cccc(C(F)(F)F)c3)n2)cc1OC	-3.6%	0.2%	i	-2.7%	-2.7%	-1.3%	i	19.2%	-6.2%	i	0.3%

# Following part
molecule	UbGFP stabilizer	Casp7 inh	A350 autofl	BRCT PPI green	Epigenetic mod	Casp1 inh	Fluorescein fluor	USP2a inhib	HEK293 cAMP cs	4-MU autofl	BRCT inh red
C=CCc1cccc2cc(C(=O)NC)c(=O)oc12	-4.4%	-0.3%	2.46e-08M*	0.3%	0.0%	0.6%	i	-1.2%	2.7%	2.33e-08M*	0.2%
O=C(Nc1ccc(N2CCOCC2)c(F)c1)c1ccncc1	-0.9%	-0.7%	i	-1.9%	0.0%	0.2%	i	1.3%	-3.7%	i	-1.3%
Cc1ccc2oc(=O)c3cnn(CC(=O)NC4CCCCC4C)c3c2c1 (stereo not drawn)	5.9%	-1.8%	x	0.3%	0.3%	-0.2%	x	x	u	x	-1.3%
CCC(=O)N1CCN(C(C)=O)C1c1ccccc1 (stereo not drawn)	-6.5%	0.4%	i	-1.3%	-1.3%	-0.5%	i	-6.8%	u	i	0.3%
Cc1nc(NCc2ccc3c(c2)OCO3)c2oc3ccccc3c2n1	-2.5%	-3.5%	i	6.8%	-2.2%	-3.4%	u	8.0%	u	i	-0.1%
CCC(=NCc1ccccc1)C1=C(O)C(C(=O)OC)C(C)(C)CC1=O (stereo not drawn)	4.1%	-3.2%	i	-0.3%	-1.7%	-1.5%	u	-2.3%	16.8%	i	1.3%
CCC(c1nnnn1CC1CCCO1)N(CCN1CCOCC1)Cc1cc2cc(C)ccc2[nH]c1=O (stereo not drawn)	-2.0%	-20.8%	3.98e-08M*	-1.5%	1.3%	u	u	2.5%	8.3%	4.21e-08M*	0.9%
COc1cc(-c2nnc(COc3ccc4cc(Br)ccc4c3)o2)cc(OC)c1OC	-3.1%	-3.1%	x	-1.2%	2.5%	-2.5%	x	12.6%	10.6%	x	-0.3%
Cc1ccc(S(=O)(=O)NCCN(CCNS(=O)(=O)c2ccc(C)cc2)S(C)(=O)=O)cc1	10.9%	0.3%	i	-0.9%	-0.2%	-0.2%	i	24.8%	-3.7%	i	0.1%
CCOC(=O)C1CCN(C(=O)CCc2nc3ccccc3[nH]2)CC1	1.8%	1.0%	i	-0.7%	1.2%	3.1%	u	-3.0%	2.9%	i	0.5%
CCc1nn(C(C)C(=O)N2CCN(Cc3ccccc3)CC2)c(=O)c2cc3occc3n12 (stereo not drawn)	x	-3.3%	x	-0.3%	x	-1.2%	x	x	19.8%	x	-0.6%
CC(=O)Nc1nc2ncc(C=O)nc2c(=O)[nH]1	-2.4%[9.17 µM]	-4.1%[11.5 µM]	1.23e-07M*	-4.9%[15.4 µM]	2.2%[9.22 µM]	-3.4%[11.5 µM]	i	x	7.9%[11.4 µM]	1.26e-07M*	-0.1%[15.4 µM]
CCN(Cc1ccccc1)C(c1cccs1)c1nnnn1C1CCCCC1 (stereo not drawn)	-1.6%	0.8%	i	-2.5%	-1.3%	0.3%	i	-8.1%	u	i	-0.6%

# Assay outcomes as filed in PubChem BioAssay.
